USP1-UAF1 inh: blocks the human USP1/UAF1 deubiquitinase complex. AID 743255. 390,000 tested, 0.23% active. O94782. Potency, µM (highest dose often 57.1 µM), for inactives: top-dose activity change, negative = inhibition, most hits filed as inhibitors. recombinant USP1/UAF1, Ub-Rhodamine cleavage fluorescence; further: on the % scale 0 is the no-effect control and ±100 the full control effect; nearly all actives have a fitted effect of over 60% in size; inactives centre near -12
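1 nM enzyme complex + cpd, 15 min RT; start with Ub-Rho 150nM final; kinetic fluorescence ex 480/em 540, 6 reads q60 s. Buffer 50mM HEPES pH 7.8, 0.5mM EDTA, 0.1 mg/ml BSA, 1mM TCEP, 0.01% Tween-20.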
ALOX12 inh: ALOX12 (human) lipoxygenase inhibition. P18054. purified 12hLO, xylenol orange hydroperoxide absorbance. Potency, µM (doses to about 108 µM), without a hit: at the highest dose activity change, negative = inhibition, most hits filed as inhibitors. 580,000 tested, 1.1% active; further: on the % scale 0 is the no-effect control and ±100 the full control effect
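Hydroperoxide product was detected by ferrous iron/xylenol orange as the 573 to 405 nm absorbance ratio. Arachidonic acid at 40 uM (final) was turned over for 30 min at room temperature by 150 nM human 12hLO, pH 7.0 Hepes buffer, after 15 min compound preincubation.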
Vif-APOBEC3G blk: blocks the Vif interaction with human APOBEC3G; Q9HC16; HeLa A3G-eYFP + Vif (tagged APOBEC3G with the HIV-1 protein that degrades it), YFP fluorescence, overnight; Potency, µM (series often up to 46.1 µM), for inactives: at the highest dose activity, negative = active, hits mostly inhibitors; 410,000 tested, 0.076% active; AID 602310;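 further: on the % scale 0 is the no-effect control and ±100 the full control effect; nearly all actives have a fitted effect of over 60% in size; hits raise eYFP signal because A3G escapes Vif-driven loss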
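HeLa cells stably expressing Vif and C-terminally eYFP-tagged A3G, seeded overnight at 37 deg C, then exposed to compound by pintool overnight at 37 deg C. Rise in yellow fluorescence (Ex 488/Em 500-530, Acumen) marks blocked Vif-driven A3G degradation.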
TrxR1 inh: blocks rat thioredoxin reductase 1; O89049; recombinant rTrxR1, NADPH fluorescence consumption, selenite substrate; Potency, µM (doses to about 114 µM), without a hit: top-dose activity change, negative = inhibition, actives largely listed as inhibitors; 390,000 tested, 1% active; further: on the % scale 0 is the no-effect control and ±100 the full control effect; nearly all actives have a fitted effect of over 65% in size
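Rat TrxR1 (90 nM in the dispensed reagent) was pre-reduced with 400 uM NADPH for 5 min at room temperature, then incubated with compound for 15 min. After 400 uM selenite was added, NADPH fluorescence (Ex 340/Em 450 nm) was followed for 8 min.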
mIDH1 inhibitor: blocks human mutant IDH1 R132H enzyme; O75874; IDH1-R132H enzyme, NADPH consumption, diaphorase/resazurin fluorescence; Potency, µM (titrated, usually from 76.6 µM), for the others: at the top dose activity change, negative = inhibition, hits mostly inhibitors; 390,000 tested, 0.093% active; AID 602179; further: on the % scale 0 is the no-effect control and ±100 the full control effect; nearly all actives have a fitted effect of over 65% in size
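IDH1-R132H (0.5 ug/mL) preincubated 30 min with compound, then NADPH (0.016 mM) and alpha-KG (2 mM) added; 80 min at RT, pH 7.5. Remaining NADPH coupled via diaphorase/resazurin to fluorescence (540/590 nm); concentration-response curves normalized to no-enzyme control.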
RGS4 inh: human RGS4 inhibition; P49798; Transcreener GDP fluorescence polarization, RGS4-accelerated GTP hydrolysis; Potency, µM (highest dose often 114 µM), without a hit: at the top dose activity change, negative = inhibition, hits mostly inhibitors; 390,000 tested, 0.039% active; further: on the % scale 0 is the no-effect control and ±100 the full control effect; nearly all actives have a fitted effect of over 75% in size; some results filed as inactive show a strong effect at the top dose
Target sequence (P49798 whole entry, looked up): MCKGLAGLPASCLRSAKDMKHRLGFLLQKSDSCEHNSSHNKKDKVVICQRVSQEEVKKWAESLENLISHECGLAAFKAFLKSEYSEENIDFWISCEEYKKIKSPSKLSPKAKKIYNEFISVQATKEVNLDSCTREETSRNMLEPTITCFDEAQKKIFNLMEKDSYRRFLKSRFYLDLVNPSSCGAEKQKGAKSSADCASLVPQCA
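MLSMR compounds (23 nl, pin-transferred) preincubated 10 min at room temperature with a 500nM (2x) first reagent, then RGS4 at 900nM (2x) plus Transcreener GDP mix added; fluorescence polarization (620/688 nm) read before and after 90 min at 30 °C.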
Vif-APOBEC3F blk: blocks the Vif interaction with APOBEC3F. HeLa A3F-eYFP + Vif (tagged APOBEC3F with the HIV-1 protein that degrades it), YFP fluorescence increase. Potency, µM (doses to about 46.1 µM), without a hit: at the top dose activity, negative = active. 390,000 tested, 0.2% active. AID 602313; further: % of control where 0% means no effect; nearly all actives have a fitted effect of over 65% in size
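HeLa cells stably expressing Vif plus C-terminally eYFP-tagged A3F were seeded, incubated overnight at 37 deg C, dosed with compound, incubated overnight again at 37 deg C. Yellow fluorescence (Ex 488/Em 500-530) reported blocked Vif-mediated A3F-eYFP degradation.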
TrxR1 substrate: rat thioredoxin reductase 1 substrate activity; O89049; purified TrxR1 substrate turnover, NADPH consumption readout; Potency, µM (doses to about 114 µM), for inactives: at the highest dose activity change, negative = substrate turnover; 390,000 tested, 0.01% active; AID 588456; further: on the % scale 0 is the no-effect control and ±100 the full control effect; nearly all actives have a fitted effect of over 50% in size
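Rat TrxR1, dispensed at 90 nM, was prereduced with 400 uM NADPH (final) for 5 min at ~22 deg C, then incubated with compound 15 min before 400 uM selenite. A first-read NADPH fluorescence drop versus no-compound background flagged substrates.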
RXFP1 agonist: agonists of human relaxin receptor RXFP1. Potency, µM (series often up to 57.5 µM), for the others: at the top dose activation, actives largely listed as activators. Q9HBX9. HEK293T-RXFP1 cAMP TR-FRET, 30 min; response scale: percent of porcine relaxin response, buffer zero. 370,000 tested, 0.3% active; further: on the % scale 0 is the no-effect control and ±100 the full control effect; nearly all actives have a fitted effect of over 60% in size; many of its hits are not listed in these tables
Target sequence (Q9HBX9 whole entry, looked up): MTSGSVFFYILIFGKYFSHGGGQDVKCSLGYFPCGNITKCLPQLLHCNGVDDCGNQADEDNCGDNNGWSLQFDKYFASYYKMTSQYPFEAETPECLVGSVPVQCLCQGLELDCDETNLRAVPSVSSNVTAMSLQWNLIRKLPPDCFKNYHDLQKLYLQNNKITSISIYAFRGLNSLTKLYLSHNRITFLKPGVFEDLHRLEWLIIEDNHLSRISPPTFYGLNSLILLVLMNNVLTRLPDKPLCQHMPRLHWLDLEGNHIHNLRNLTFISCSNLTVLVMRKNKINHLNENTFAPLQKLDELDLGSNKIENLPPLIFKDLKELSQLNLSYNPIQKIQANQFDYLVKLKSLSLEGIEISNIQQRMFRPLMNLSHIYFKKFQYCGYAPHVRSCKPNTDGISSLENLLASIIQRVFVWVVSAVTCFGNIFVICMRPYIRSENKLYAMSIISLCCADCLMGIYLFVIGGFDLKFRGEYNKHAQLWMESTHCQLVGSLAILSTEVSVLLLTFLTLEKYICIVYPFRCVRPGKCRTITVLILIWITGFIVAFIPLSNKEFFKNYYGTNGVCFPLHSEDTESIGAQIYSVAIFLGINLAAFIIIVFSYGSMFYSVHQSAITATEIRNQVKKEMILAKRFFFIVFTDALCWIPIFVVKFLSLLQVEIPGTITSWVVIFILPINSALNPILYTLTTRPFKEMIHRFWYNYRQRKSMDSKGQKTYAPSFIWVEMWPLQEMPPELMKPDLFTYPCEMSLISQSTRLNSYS
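Agonist response is measured as cAMP accumulation in an RXFP1-transfected HEK293T line under PDE4 inhibition. Values are scaled between buffer-only and 29 nM porcine relaxin, and EC50s come from standard Hill equation fits.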
* hit, by the source's call; & = joins results of further samples; [ ] = remark or other dose. The call rests on the fitted dose curve; in most records, active means well fitted curve in the direction sought with a large enough effect; inconclusive means small, poorly fitted or top-dose-only effect, or another doubt; inactive means no such curve, though single readings can be large; an effect the other way counts as inactive or inconclusive. Potency means the concentration at half of the fitted maximal effect. Not all compounds are listed. The share of hits here may be higher or lower than overall.

O=C(Cc1c(F)cccc1Cl)Nc1ncc([N+](=O)[O-])s1 was read as USP1-UAF1 inh -4.4%, ALOX12 inh -26.1%, Vif-APOBEC3G blk -3.6%, TrxR1 inh -10.2%[57.1 µM], mIDH1 inhibitor 15.6%, RGS4 inh -17.1%, Vif-APOBEC3F blk 0.0%, TrxR1 substrate -7.4%[57.1 µM] and RXFP1 agonist -0.9%.
For Brc1cc2c(cc1-c1nc3ccccc3s1)OCO2 the results were USP1-UAF1 inh -22.3%, ALOX12 inh -17.4%, Vif-APOBEC3G blk -11.1%, TrxR1 inh 2.2%, mIDH1 inhibitor 0.7%, RGS4 inh -42.4%, Vif-APOBEC3F blk -15.1%, TrxR1 substrate 3.5% and RXFP1 agonist 26.6%.
For Cc1cc(N2CCN(C)CC2)nc2ccc(NC(=S)NCCCN3CCN(C)CC3)cc12 the results were USP1-UAF1 inh -10.4%, ALOX12 inh 1.1%, Vif-APOBEC3G blk 0.0%, TrxR1 inh -9.6%, mIDH1 inhibitor -3.3%, RGS4 inh -6.1%, Vif-APOBEC3F blk -2.6%, TrxR1 substrate 0.4% and RXFP1 agonist -1.0%.
COc1cnn(-c2ccc(Br)cc2)c(=O)c1SCc1ccccc1 was read as USP1-UAF1 inh -21.5%, ALOX12 inh -3.2%, Vif-APOBEC3G blk -2.4%, TrxR1 inh -2.4%, mIDH1 inhibitor 4.1%, RGS4 inh 18.8%, Vif-APOBEC3F blk 4.5%, TrxR1 substrate -2.3% and RXFP1 agonist -7.4%.
For COc1ccc(C)cc1NC(=O)CSCc1ccccc1C the results were USP1-UAF1 inh -19.6%, ALOX12 inh -1.2%, Vif-APOBEC3G blk -3.2%, TrxR1 inh 24.4%[57.1 µM], mIDH1 inhibitor 7.3%, RGS4 inh 11.5%, Vif-APOBEC3F blk -2.6%, TrxR1 substrate -12.7% and RXFP1 agonist -0.5%.
`CCOc1ccc(S(=O)(=O)N2CCN(CC(O)COc3cccc([N+](=O)[O-])c3)CC2)cc1` (stereo not drawn) gave USP1-UAF1 inh -3.1%, ALOX12 inh -16.7%, Vif-APOBEC3G blk -0.4%, TrxR1 inh -14.7%, mIDH1 inhibitor 1.7%, RGS4 inh -23.6%, Vif-APOBEC3F blk 2.6%, TrxR1 substrate -11.9% and RXFP1 agonist -0.4%.
For CCc1ccc(CNC(=O)C2Cc3cc(S(=O)(=O)N4CCCCCC4)ccc3N2C(C)=O)cc1 (stereo not drawn) the results were USP1-UAF1 inh -19.3%, ALOX12 inh -15.7%, Vif-APOBEC3G blk 5.2%, TrxR1 inh 4.1%[57.1 µM], mIDH1 inhibitor 8.0%, RGS4 inh 3.4%, Vif-APOBEC3F blk -4.6%, TrxR1 substrate -4.9%[57.1 µM] and RXFP1 agonist 2.5%.
For Cc1ccc(NC(=O)C(C)N=C2NS(=O)(=O)c3ccccc32)cc1F (stereo not drawn) the results were USP1-UAF1 inh -10.5%, ALOX12 inh -17.0%, Vif-APOBEC3G blk -0.1%, TrxR1 inh 6.8%, mIDH1 inhibitor 8.1%, RGS4 inh -13.2%, Vif-APOBEC3F blk 2.7%, TrxR1 substrate -7.2% and RXFP1 agonist 7.0%.
C/C(=N/NC(=O)COc1cc(C)ccc1C(C)C)C(=O)O was read as USP1-UAF1 inh -20.1%, ALOX12 inh 0.7%, Vif-APOBEC3G blk inconclusive, TrxR1 inh 16.0%, mIDH1 inhibitor 0.0%, RGS4 inh 7.6%, Vif-APOBEC3F blk 10.7%, TrxR1 substrate 8.2% and RXFP1 agonist -4.0%.
For COc1ccc(OC)c(CNC(=O)C2CCN(c3ncnc4c3nc3n4CCCCC3)CC2)c1 the results were USP1-UAF1 inh 6.0%, ALOX12 inh -4.4%, Vif-APOBEC3G blk 1.2%, TrxR1 inh -0.3%, mIDH1 inhibitor 0.0%, RGS4 inh -5.7%, Vif-APOBEC3F blk 1.1%, TrxR1 substrate -1.3% and RXFP1 agonist 3.4%.
Screening COCCCNC(=O)CSc1nc(-c2ccccc2)[nH]c1-c1ccc(C)cc1 returned USP1-UAF1 inh 2.0%, ALOX12 inh inconclusive, Vif-APOBEC3G blk -0.7%, TrxR1 inh -10.6%, mIDH1 inhibitor 33.7%[activator], RGS4 inh 26.7%, Vif-APOBEC3F blk 2.5%, TrxR1 substrate 8.3% and RXFP1 agonist -0.1%.
Screening Cc1ccc([C@@H]2CC=C(C(=O)O)[C@H](c3ccc(Cl)cc3)N2S(=O)(=O)c2ccc(C)cc2)cc1 returned USP1-UAF1 inh inconclusive, ALOX12 inh inconclusive, Vif-APOBEC3G blk -14.0%, TrxR1 inh 2.8%, mIDH1 inhibitor 14.2%, RGS4 inh -16.3%, Vif-APOBEC3F blk -11.7%, TrxR1 substrate 6.6% and RXFP1 agonist -0.7%.
Screening COC(=O)Nc1ccc(S(=O)(=O)N2CCCC(C(=O)N3CCN(C)CC3)C2)cc1 (stereo not drawn) returned USP1-UAF1 inh -11.6%, ALOX12 inh -1.6%, Vif-APOBEC3G blk -1.1%, TrxR1 inh 12.2%, mIDH1 inhibitor 21.5%, RGS4 inh 3.6%, Vif-APOBEC3F blk -9.6%, TrxR1 substrate -1.0% and RXFP1 agonist -3.0%.
COc1ccc(-c2cc(=O)n3[nH]cnc3n2)cc1 was read as USP1-UAF1 inh -12.6%, ALOX12 inh inconclusive, Vif-APOBEC3G blk 0.5%, TrxR1 inh 14.9%[57.1 µM], mIDH1 inhibitor 10.8%, RGS4 inh -0.7%, Vif-APOBEC3F blk 3.3%, TrxR1 substrate -5.5%[57.1 µM] and RXFP1 agonist 2.0%.
CCOC(=O)N1CCc2c(sc3c2C(=O)NC(c2cc(OC)c(O)c(OC)c2)N3)C1 (stereo not drawn) was read as USP1-UAF1 inh inconclusive, ALOX12 inh inconclusive, Vif-APOBEC3G blk 1.4%, TrxR1 inh 1.1%[57.1 µM], mIDH1 inhibitor 5.3%, RGS4 inh -40.7%, Vif-APOBEC3F blk 2.2%, TrxR1 substrate -4.4%[57.1 µM] and RXFP1 agonist 2.2%.
Screening CCC(NC(=O)Nc1cc(OC)c(OC)c(OC)c1)(C(F)(F)F)C(F)(F)F returned USP1-UAF1 inh 0.2%, ALOX12 inh -15.9%, Vif-APOBEC3G blk -0.7%, TrxR1 inh -4.5%, mIDH1 inhibitor 6.0%, RGS4 inh 3.6%, TrxR1 substrate -6.3% and RXFP1 agonist -2.3%.
N#Cc1ccccc1NC(=O)CSC1=Nc2ccccc2C2CC=NN12 (stereo not drawn) was read as USP1-UAF1 inh -23.0%, ALOX12 inh 39.7%&2.5%, Vif-APOBEC3G blk 2.1%, TrxR1 inh -14.6%, mIDH1 inhibitor 1.0%, RGS4 inh -31.6%, Vif-APOBEC3F blk 7.6%, TrxR1 substrate 2.6%[57.1 µM] and RXFP1 agonist 8.4%.
`CCCCc1nnc(NC(=O)c2ccc(S(=O)(=O)N3CCOCC3)cc2)s1` gave USP1-UAF1 inh -19.7%, ALOX12 inh 4.2%, Vif-APOBEC3G blk 1.3%, TrxR1 inh -1.1%, mIDH1 inhibitor 0.6%, RGS4 inh -34.5%, Vif-APOBEC3F blk -3.0%, TrxR1 substrate -3.5% and RXFP1 agonist -0.3%.
For COc1ccc(-c2cc(C(F)(F)F)n3ncc(-c4ccccc4)c3n2)cc1 the results were USP1-UAF1 inh -27.2%, ALOX12 inh inconclusive, Vif-APOBEC3G blk 5.1%, TrxR1 inh 21.7%, mIDH1 inhibitor 5.4%, RGS4 inh -18.0%, Vif-APOBEC3F blk inconclusive, TrxR1 substrate 1.8% and RXFP1 agonist 4.5%.
For Cc1ccc(C(=O)Nc2nnc(-c3ccncc3)s2)o1 the results were USP1-UAF1 inh -13.8%, ALOX12 inh 4.4%, Vif-APOBEC3G blk -4.1%, TrxR1 inh 12.7%, mIDH1 inhibitor 6.5%, RGS4 inh 11.3%, Vif-APOBEC3F blk -3.0%, TrxR1 substrate 10.4% and RXFP1 agonist 2.8%.
For COC(=O)c1ccc(S(=O)(=O)N2CCCCCC2)n1C the results were USP1-UAF1 inh -19.9%, ALOX12 inh 0.0%, Vif-APOBEC3G blk -1.9%, TrxR1 inh 28.4%, mIDH1 inhibitor -2.7%, RGS4 inh 22.3%, Vif-APOBEC3F blk -11.9%, TrxR1 substrate 8.2% and RXFP1 agonist -3.7%.
COC(=O)c1ccc(C(=O)OC)c(NC(=O)c2ccc(-c3ccccc3)s2)c1 was read as USP1-UAF1 inh -2.5%, ALOX12 inh inconclusive, Vif-APOBEC3G blk 1.8%, TrxR1 inh 5.2%, mIDH1 inhibitor 17.4%, RGS4 inh -18.8%, Vif-APOBEC3F blk 5.6%, TrxR1 substrate 36.5%[activator] and RXFP1 agonist 7.2%.

From PubChem
